Screening results from PubChem BioAssay.
PLK1 PBD block: inhibitors of human PLK1 polo-box domain binding | AID 720504 | 360,000 compounds, 2.8% hits | P53350 | Plk1 PBD binding of FITC phosphopeptide, fluorescence polarization | Potency, µM, for inactives: max response, negative = inhibition, hits mostly inhibitors; also: potency is read from the fitted curve at half-maximal effect; series mostly up to about 57 µM; % is scaled to controls: 0 for no effect and ±100 for the full control effect; nearly all actives have a fitted effect of over 65% in size
Target sequence (P53350 whole entry, looked up, the tested form may be a part): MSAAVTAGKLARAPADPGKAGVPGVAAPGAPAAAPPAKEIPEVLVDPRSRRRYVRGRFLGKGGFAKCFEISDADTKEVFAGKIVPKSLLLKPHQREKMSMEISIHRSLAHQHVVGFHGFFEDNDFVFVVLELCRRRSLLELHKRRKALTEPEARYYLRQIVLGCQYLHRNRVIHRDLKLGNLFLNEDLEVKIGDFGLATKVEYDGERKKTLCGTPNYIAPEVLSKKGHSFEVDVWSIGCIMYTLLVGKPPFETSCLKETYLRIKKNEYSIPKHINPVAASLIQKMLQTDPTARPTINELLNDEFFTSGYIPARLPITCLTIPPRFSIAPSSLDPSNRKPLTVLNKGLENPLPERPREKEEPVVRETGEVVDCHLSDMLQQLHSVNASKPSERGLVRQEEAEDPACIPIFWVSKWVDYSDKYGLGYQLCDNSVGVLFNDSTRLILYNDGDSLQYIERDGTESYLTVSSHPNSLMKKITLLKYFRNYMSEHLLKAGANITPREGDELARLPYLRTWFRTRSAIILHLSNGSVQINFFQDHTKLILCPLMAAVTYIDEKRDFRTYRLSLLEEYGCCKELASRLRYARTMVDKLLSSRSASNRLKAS
PI5P4K alpha inh: blocks human PI5P4K alpha kinase activity. P48426. PI5P4Kalpha enzyme, ADP-Glo luminescence, 60 min; hits give low values. max response, %. 330,000 compounds, 1.2% hits. AID 652105; active = max response of -50% or lower; inconclusive = between -30% and -50%; inactive = -30% or higher; also: value at the top dose of about 77 µM; % is scaled to controls: 0 for no effect and ±100 for the full control effect
Target sequence (P48426 whole entry, looked up): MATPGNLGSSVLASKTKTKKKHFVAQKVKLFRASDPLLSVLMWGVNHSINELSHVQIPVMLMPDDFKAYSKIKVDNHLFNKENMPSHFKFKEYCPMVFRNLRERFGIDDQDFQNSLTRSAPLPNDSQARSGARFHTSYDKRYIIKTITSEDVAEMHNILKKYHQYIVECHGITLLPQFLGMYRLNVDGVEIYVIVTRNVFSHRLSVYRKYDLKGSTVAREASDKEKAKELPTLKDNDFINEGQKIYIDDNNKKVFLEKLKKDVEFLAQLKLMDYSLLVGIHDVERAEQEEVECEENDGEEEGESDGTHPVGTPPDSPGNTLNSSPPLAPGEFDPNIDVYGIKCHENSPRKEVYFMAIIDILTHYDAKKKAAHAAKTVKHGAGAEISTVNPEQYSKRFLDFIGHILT
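qHTS, 1536-well: enzyme/substrate mix, compound by pin tool, 5 microM ATP final; RT 60 min; ADP-Glo reagents 1 (45 min) then 2 (30 min); luminescence.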
EPAC1 antagonist: EPAC1 (human) antagonism; 360,000 compounds, 0.14% hits; AID 720709; Potency, µM (highest dose often 115 µM), for the others: at the top dose activity change, negative = inhibition, actives largely listed as inhibitors; EPAC1 GEF assay, Rap1b-BODIPY-GDP exchange fluorescence; O95398;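 also: potency is read from the fitted curve at half-maximal effect; plate controls were vehicle for no effect and positive control for full effect; nearly all actives have a fitted effect of over 50% in size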
CCT chaperon mod: modulators of cytosolic chaperonin (CCT/TRiC) activity | purified chaperonin ATPase assay, HTRF ADP detection, 30 min | 360,000 compounds, 0.3% hits | activity change, % (no concentration beside the values), hits read low; in the data active = activity change below about -30%; also: % is scaled to controls: 0 for no effect and ±100 for the full control effect
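We incubate TRiC, 40 or 20 nM final, with library compounds at 76 uM and 10 uM ATP for 30 min at 37 °C. ADP formed is detected with Transcreener HTRF reagents after 30 min at room temperature.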
IL-2 act: activates IL-2 in a cell-based reporter assay | IL-2 activation reporter assay, cell-based qHTS; stimulated with anti-CD3/CD4/CD28 beads; in transgenic mouse T cells | activation, % (series mostly up to about 46 µM) | 360,000 compounds, 0.065% hits | AID 652025; in the data active = activation above about 50%; inconclusive = mostly about 30% to 49%; also: 0% is about no effect
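Unstimulated transgenic mouse T cells preincubated 60 min with compound, then stimulated with anti-CD3/anti-CD4-coated beads plus anti-CD28 for 18 h at 37 degrees C. IL-2 response read as EGFP and DsRed fluorescence by plate cytometry.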
EPAC1 agonist: agonists of human EPAC1; O95398; EPAC1 agonist qHTS, biochemical assay; response scale: 100% = response to 6.5 mM cAMP; Potency, µM (series often up to 154 µM), without a hit: top-dose activation, most hits filed as activators; 360,000 compounds, 0.073% hits; AID 720707; also: potency is read from the fitted curve at half-maximal effect; nearly all actives have a fitted effect of over 60% in size
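Nucleotide exchange assay: 100 nM EPAC1 with 250 nM Rap1B loaded with BODIPY-GDP and 50 uM GDP, room temperature. Fluorescence (480/540 nm) read every 5 min for 30 min; signal change normalized to 6.5 mM cAMP as full agonist.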
WRN helicase inh: inhibitors of human WRN helicase; WRN helicase unwinding, fluorescent forked duplex, kinetic; Potency, µM (top dose mostly 114 µM), for the others: top-dose activity change, negative = inhibition, actives largely listed as inhibitors; 360,000 compounds, 0.46% hits; Q14191; also: potency is read from the fitted curve at half-maximal effect; % is scaled to controls: 0 for no effect and ±100 for the full control effect; nearly all actives have a fitted effect of over 55% in size
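Enzyme (20 nM final) and test compound sit together 15 min at room temperature before substrate addition. Substrate is a single-forked duplex oligonucleotide (100 nM) labelled with fluorophore and quencher, with 2 mM ATP; helicase unwinding raises red fluorescence, read kinetically.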
EPAC2 ag: EPAC2 (human) agonism. EPAC2 activation, biochemical qHTS; response scale: 100% = 6.5 mM cAMP response. AID 720711. Potency, µM (highest dose often 154 µM), inactives show top-dose activation, usual class: activators. 360,000 compounds, 0.079% hits. Q8WZA2; also: potency is read from the fitted curve at half-maximal effect; nearly all actives have a fitted effect of over 50% in size
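Nucleotide exchange monitored as fluorescence drop when BODIPY-GDP leaves Rap1B. Reaction: 100 nM EPAC2, 250 nM RAP1B-BODIPY-GDP, 50 uM GDP, room temperature, kinetic read over 30 min. Activity expressed relative to 6.5 mM cAMP.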
Starred values were filed as active, the others as inactive; ? = inconclusive; . = not tested or not shown; [ ] = remark or other dose. Unless noted, calls follow the shape of the dose curve; as a rule, active = well fitted curve in the direction sought with a large enough effect; inconclusive = small, poorly fitted or top-dose-only effect, or another doubt; inactive = no such curve, though single readings can be large; an effect the other way counts as inactive or inconclusive. Some of the compounds tested; the hit share may differ from the screen's.

SMILES	PLK1 PBD block	PI5P4K alpha inh	EPAC1 antagonist	CCT chaperon mod	IL-2 act	EPAC1 agonist	WRN helicase inh	EPAC2 ag
CCCCOc1ccc(NC(=O)C2CC=CCC2C(=O)O)cc1 (stereo unspecified)	-4%	.	11%	0.5	-2.7	9%	-6%	-7%
O=C(NCCc1ccccc1)C1CCN(C(=O)Nc2ccccc2)CC1	6%	-3	3%	-0.7	-0.1	-2%	-10%	-6%
CN(C)C(=O)CCCc1nc(-c2ccc(Cl)cc2)no1	-2%	.	1%	-2.1	-3.1	3%	-7%	-1%
O=C(NCc1cn(-c2ccccc2)nc1-c1ccccc1)c1cc([N+](=O)[O-])cc([N+](=O)[O-])c1	-11%	1	-5%	0.4	-0.3	9%	-3%	12%
O=C(CNCCO)N1CCc2ccccc21	-5%	4	-17%	-1.5	1.4	-8%	-8%	8%
COc1ccc(C2CC(C)=C(C#N)S(=O)(=O)C2C#N)cc1 (stereo unspecified)	-5%	2	-26%	0.1	1.8	8%	-6%	5%
C[C@H](CO)N1C[C@H](C)[C@@H](CN(C)C(=O)Nc2ccc(C(F)(F)F)cc2)Oc2c(cccc2N(C)C)C1=O	-19%	2	-13%	-2.7	-0.3	0%	-7%	-1%
C=CCNC(=S)Nc1sc2c(c1C(N)=O)CCCC2	13µM*	?	-20%	1.5	0.7	-6%	-20%	10%
COc1cc(/C=C/C(=O)OCC(=O)NC(=O)NC(C)C)cc(S(=O)(=O)N2CCc3ccccc32)c1OC	-10%	-7	-20%	-2.3	-0.3	13%	-6%	10%
C=C(C)C1CC=C(C)/C(=N/NC(=O)c2ccc(NC(=O)CC)cc2)C1 (stereo unspecified)	-8%	.	-2%	-1.9	-0.2	6%	-7%	8%
COc1ccc2c(Cl)c(C(=O)NC3CCS(=O)(=O)C3)sc2c1 (stereo unspecified)	-12%	2	12%	-6.4	-0.6	2%	-4%	-7%
COc1ccc(C(=O)NC(=S)Nc2ccc(CN3CCOCC3)cc2)cc1Br	3%	3	-14%	-1.2	-0.1	-1%	-2%	6%
COc1ccc2[nH]c(=S)cc(C)c2c1	4.7µM*	-10	3%	-1.2	1.3	5%	-8%	4%
COC(=O)Cc1ccc(NC(=S)N2CCN(C)CC2)cc1	-14%	3	-22%	-2.5	-1.2	-4%	13%	19%
Cn1c(SCc2nc(-c3ccc(Cl)cc3)no2)nnc1-c1ccco1	-2%	-5	-28%	0.6	-0.6	-6%	14%	2%
O=S1(=O)CC(N2CCCC2)CN1CCc1ccccc1 (stereo unspecified)	-17%	-1	1%	-0.7	-0.1	9%	1%	8%
Clc1ccc(C2=NNC(=NCc3ccccc3)SC2)cc1	?	?	-6%	0.7	-1.0	13%	-16%	13%
COCCOC(=O)c1c(C)oc2ccc(NS(=O)(=O)c3ccc(F)cc3)cc12	6%	-1	-5%	-1.9	0.7	-9%	0%	8%
COc1ccc(N2CCN(c3ccc(C(N)=O)cc3[N+](=O)[O-])CC2)cc1	6%	1	4%	1.7	-1.9	-2%	7%[57.1 µM]	-8%
CCCC(=O)Nc1cccc(NC(=O)c2ccc3c(c2)OCO3)c1	-3%	-5	5%	-1.9	-0.3	-8%	-3%	-3%
Cc1ccc(C(=O)CSc2nnc(COc3cccc4cccnc34)o2)cc1	-8%	.	6%	-2.1	-1.3	16%	-2%	15%
COc1ccc2[nH]c(=O)c(CN(C)C(=O)C3CCCCC3)cc2c1	-6%	-7	-10%	0.6	0.3	1%	5%	9%
COC(=O)C(C(=O)Nc1ccccc1C)C1CCCC1 (stereo unspecified)	-11%	-1	9%	-1.7	1.4	3%	6%	7%
C[C@@H]1CN([C@@H](C)CO)C(=O)CCCn2nncc2CO[C@H]1CN(C)Cc1cccc(C(F)(F)F)c1	5%	8	12%	-0.7	-2.9	-9%	2%	-5%
CCc1ccc(NC(=O)C2CCCCC2C(=O)O)cc1 (stereo unspecified)	0%	.	18%	-1.1	1.3	2%	0%	6%
COc1cccc(C2C(C#N)=C(N)N(N(C)C)C3=C2C(=O)CC(C)(C)C3)c1OC (stereo unspecified)	0%	3	0%	-0.8	-1.2	-3%	8%	4%
CCN(C(=O)c1cccnc1SC)C12CC3CC(CC(C3)C1)C2	-1%	1	-22%	1.0	-0.5	-8%	-12%	9%
Cc1ccc(Cn2cnc3c(nnn3Cc3ccc(Cl)cc3)c2=O)cc1	-6%	.	32%[activator]	1.4	-4.0	-5%	-2%	-4%
Cc1sc2ncnc(NC3CCN(Cc4ccccc4)CC3)c2c1C	1%	3	4%	0.4	-2.3	0%	1%	-7%
COc1ccc(NS(=O)(=O)c2cccc(C(=O)NNC(=O)c3cc(C)oc3C)c2)cc1	0%	0	-8%	-0.6	0.0	-11%	-14%	4%
COc1ccc(NC(=O)c2ccc(COc3ccccc3OC)o2)cc1OC	30µM*	-20	2%	-0.5	-0.7	-2%	-19%	3%
O=C(CCS(=O)(=O)c1ccc(Br)cc1)Nc1ccccn1	?	-7	-12%	-3.3	2.5	5%	-25%	-13%
O=C(Nc1cccnc1)Nc1cc(Cl)cc(Cl)c1	0%	-2	-1%	-2.3	-7.4	3%	-19%	3%
CCc1nnc(NC(=O)CSc2nnc(-c3ccccc3O)n2-c2ccc(C)cc2)s1	-8%	-6	1%	1.5	-2.2	-11%	-5%	-10%
Cc1sc2ncnc(N3CCC(C(=O)Nc4ccc(C#N)cc4)CC3)c2c1C	-5%	-2	-22%	-0.3	-1.0	-4%	13%	-2%
COC(=O)c1ccccc1C(=O)N1CCCC(C(=O)c2ccc(OC)c(OC)c2)C1 (stereo unspecified)	2%	-6	7%	-2.4	0.9	-9%	15%	-1%
Cc1nn(Cc2ccc(Cl)cc2)c(C)c1NC(=O)Cn1nc([N+](=O)[O-])c(Cl)c1C	-14%	0	8%	-1.8	3.2	4%	-10%	1%
Cc1cc(=O)oc2c(C)c(OC(C)C(=O)NCC(O)c3ccccc3)ccc12 (stereo unspecified)	2%	-4	-17%	0.4	-2.3	8%	3%	6%
Cc1ccc(C(=O)Nc2cccc(C(=O)NCc3ccccc3)c2)o1	1%	.	19%	0.4	-1.9	5%	8%	2%
CCN(CC(=O)Nc1ccc(NC(C)=O)cc1)C(=O)c1cc(S(=O)(=O)N2CCCCCC2)ccc1OC	6%	1	7%	0.5	-4.9	1%	1%	5%

Compound profiles, from the list above. Values in the order: PLK1 PBD block | PI5P4K alpha inh | EPAC1 antagonist | CCT chaperon mod | IL-2 act | EPAC1 agonist | WRN helicase inh | EPAC2 ag
CCCC(=O)Nc1cccc(NC(=O)c2ccc3c(c2)OCO3)c1 reads -3% | -5 | 5% | -1.9 | -0.3 | -8% | -3% | -3%
O=C(NCCc1ccccc1)C1CCN(C(=O)Nc2ccccc2)CC1 reads 6% | -3 | 3% | -0.7 | -0.1 | -2% | -10% | -6%
Clc1ccc(C2=NNC(=NCc3ccccc3)SC2)cc1 reads ? | ? | -6% | 0.7 | -1.0 | 13% | -16% | 13%
O=C(CCS(=O)(=O)c1ccc(Br)cc1)Nc1ccccn1 reads ? | -7 | -12% | -3.3 | 2.5 | 5% | -25% | -13%

Remaining list, next part
SMILES	PLK1 PBD block	PI5P4K alpha inh	EPAC1 antagonist	CCT chaperon mod	IL-2 act	EPAC1 agonist	WRN helicase inh	EPAC2 ag
O=C(Nc1ncccn1)c1ccc([N+](=O)[O-])cc1[N+](=O)[O-]	0%	-6	5%	0.0	0.8	-12%	1%	4%
Cn1c(SCC(=O)C(C)(C)C)nnc1-c1ccccn1	-13%	0	-1%	-0.6	-0.4	-3%	5%	-1%
COc1ccc(CCN2CC(C(=O)N(C)CC(=O)Nc3ccc(Cl)c(C(F)(F)F)c3)CC2=O)cc1OC (stereo unspecified)	-1%	1	3%	2.4	0.6	18%	4%	-4%
CCOC(=O)Cc1c(C)[nH]c(=S)[nH]c1=O	-10%	2	9%	-1.4	-0.2	4%	4%	0%
COc1cccc(CNC(=O)c2cc3c(c(-c4cccc(-c5cccc(C#N)c5)c4)n2)[C@H](CCO)N(S(=O)C(C)(C)C)C3)c1 (stereo partly specified)	3%	10	-21%	2.3	-0.5	3%	-5%	9%
CS(=O)(=O)c1cccc(-c2csc(N3CCC(C(N)=O)CC3)n2)c1	.	.	-7%	.	-0.1	-7%	.	-11%
CCN(C(=O)Cc1c(C(=O)O)n(C)c2ccccc12)c1cc(OC)ccc1OC	1%	-5	-3%	-0.4	-0.7	-7%	4%	-6%
CCCN1CCC(=O)N([C@H](CSc2ccc(OC)cc2)Cc2ccccc2)CC1	?	-2	5%	-0.1	-2.5	2%	-2%	5%
O=S(=O)(c1ccc(OCC2CO2)cc1)c1ccc(OCC2CO2)cc1 (stereo unspecified)	-28%	9	-12%	-1.2	1.1	-7%	-15%	12%
COc1cccc(C(=O)OCCNC(=O)c2cccnc2)c1	1%	7	-23%	-0.9	-0.5	-5%	-9%[57.1 µM]	16%
COc1cccc(-c2nnn(CC(=O)Nc3cc(OC)c(NC(=O)c4ccco4)cc3OC)n2)c1	-9%	-8	-17%	-2.6	-2.3	-10%	16%[57.1 µM]	1%
CN(C)CCOc1ccc(-c2c(-c3ccsc3)sc3ccccc23)cc1	-1%	28	-3%	-1.1	-0.5	-9%	-8%	14%
O=C1Cc2ccccc2C(=O)N1Cc1ccccc1	?	-17	-4%	3.3	-1.8	3%	-9%	-2%
COc1ccc(S(=O)(=O)N2CCN(c3ncccn3)CC2)cc1[N+](=O)[O-]	-13%	0	18%	-13	-3.3	4%	-1%	8%
Fc1cccc(CN2CCC(Cc3ccccc3)CC2)c1	1%	1	-21%	0.4	-0.1	-3%	11%	-1%
CCN(c1ccccc1)S(=O)(=O)c1ccc(C(=O)NCC(=O)Nc2ccc(F)c(F)c2F)cc1	6%	0	10%	1.3	-0.1	-24%	-9%	-12%
COCCn1c(SCC(=O)Nc2ccccc2OC)nc2ccccc21	-18%	-10	5%	2.4	-1.7	9%	-34%	7%
COc1ccc(C(=O)NCc2ccc(-c3nc4ccccc4s3)cc2)cc1	-7%	.	5%	-2.9	1.0	5%	-11%	12%
Cn1c(=O)c2c(ncn2CC(=O)Nc2ccc3c(c2)OCO3)n(C)c1=O	1%	-4	12%	0.9	-1.3	-1%	-21%	8%
COc1cc2[nH]c(=O)n(CCCCCC(=O)N3CCN(c4ccccc4)CC3)c(=O)c2cc1OC	-8%	.	15%	-0.4	-2.5	4%	-9%	7%
